# Screens as filed in PubChem BioAssay.
# ER stress rescue: rescue of cells from ER stress-induced death, primary screen, 384-well, CSM14.1, thapsigargin, ATP luminescence (AID 1222); CSM14.1 thapsigargin-induced death rescue, ATP luminescence; higher % means a stronger effect; 190,000 tested, under 10 active; cellular ATP content (survival), % at 20 µM, or EC50 in µM where a hit was titrated;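 active = EC50 below 50 µM in the dose-response confirmation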;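 also: death triggered by thapsigargin at about 15 µM added after 2 h compound pretreatment; cell ATP read after overnight thapsigargin exposure of roughly 18 to 22 hours; normalized against plate controls of thapsigargin alone and 5% DMSO vehicle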
# PMI inhibition: human PMI inhibitors, high substrate, primary screen, biochemical, fluorescence intensity, high mannose 6-phosphate (AID 1220); one-dose inhibition, % at 20 µM; IC50 in µM for titrated hits; recombinant PMI enzyme, coupled fluorescence intensity; higher % means a stronger effect; 190,000 compounds, 0.66% hits
# human PMI inhibition: MPI enzyme activity inhibition – biochemical, fluorescence intensity, coupled assay, primary screen (AID 1209); 190,000 compounds, 0.42% hits; purified PMI enzyme, coupled fluorescence intensity; higher % means a stronger effect; one-dose inhibition, % at 20 µM; IC50 in µM for titrated hits;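 also: plate controls were DMSO vehicle for no effect and wells lacking substrate for full effect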
# XIAP antagonists: small molecules displacing peptide from XIAP – biochemical, IAP family, fluorescence polarization (AID 1018); XIAP BIR domain, fluorescence polarization peptide displacement; higher % means a stronger effect; 200,000 compounds, 0.007% hits; displacement, % at 20 µM, or IC50 in µM where a hit was titrated; in the data active = displacement above about 50%; also: a part of the inactive calls stands beside numbers as strong as those of hits
# M1AAP inhibition: malaria alanyl aminopeptidase activity blockers – biochemical, fluorogenic H-Leu-NHMec substrate, 1536-well (AID 1445) | recombinant M1AAP, H-Leu-NHMec fluorogenic kinetic assay; higher % means a stronger effect | inhibition, % at 30 µM, or IC50 in µM where a hit was titrated | 220,000 compounds, 0.42% hits;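 active = primary inhibition above the hit cutoff, then over 50% inhibition at one or more dose response concentrations, cut at about 23% in these data, passing the limit was not always enough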;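 also: plate controls were DMSO full reaction for no effect and no enzyme background for full effect; strong numbers were not always called active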
# Myeloid diff MLP: myeloid differentiation induction | ER-HoxA9 myeloid progenitors, lysozyme-GFP differentiation, flow cytometry | calls only at 10 µM | 360,000 compounds, 1% hits | AID 624256;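 active = normalized GFP-positive differentiation at or above the plate's own cutoff, the solvent-only control mean plus 3 SD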;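 also: cells exposed to compound for four days before flow analysis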
# P. falciparum M17LAP: P. falciparum M17LAP inhibitors, primary screen, biochemical, fluorogenic H-Leu-NHMec substrate, 1536-well (AID 1619); 220,000 compounds, 0.38% hits; inhibition, % at 30 µM; hits with a dose series show IC50 in µM; recombinant M17LAP, H-Leu-NHMec fluorogenic kinetic assay; higher % means a stronger effect;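 active = compound inhibiting the enzyme by more than half at any dose during confirmatory dose-response retesting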;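 also: plate controls were full reaction with DMSO carrier for no effect and no enzyme background for full effect; strong numbers were not always called active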
# TNAP activators: human TNAP enzyme activators, primary screen, biochemical, luminescent, no phosphate acceptor, uHTS (AID 1001); purified TNAP, luminescent activation assay, no phosphate acceptor; higher activation fold means a stronger effect; activation fold at 20 µM, or EC50 in µM where a hit was titrated; 200,000 compounds, 0.03% hits; in the data active = activation fold from about 3, or a potency from the dose series; inactive = the rest, 99 in 100 with activation fold below about 1.6; also: many of its hits are not listed in these tables
# LYP inhibition: PTPN22 lymphoid phosphatase activity blockers – biochemical, fluorescence intensity, uHTS (AID 1779); recombinant LYP phosphatase, fluorescence intensity; higher % means a stronger effect; inhibition, % at 11.5 µM; hits with a dose series show IC50 in µM; 290,000 compounds, 0.054% hits;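 also: plate controls were vehicle with enzyme for no effect and no enzyme for full effect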
# Myeloid diff MLP GFP+ MAC1+ %: recorded beside Myeloid diff MLP, whose call it bears; GFP+ MAC1+ double positive, %; measured here: differentiation confirmed by MAC1 staining
# Active calls of the source: *; i = inactive; . = no result given. Rule as the data show it, unless noted: active = inhibition above about 50%; inactive = the rest.
SMILES,ER stress rescue,PMI inhibition,human PMI inhibition,XIAP antagonists,M1AAP inhibition,Myeloid diff MLP,Myeloid diff MLP GFP+ MAC1+ %,P. falciparum M17LAP,TNAP activators,LYP inhibition
O=C(COc1cc(Cl)c(Cl)cc1Cl)N1CCN(c2ccccn2)CC1,-0.7%,-18.7%,-11.4%,-7.2%,-5.5%,i,0.2,2.8%,1,9.3%
COc1ccc(NC(=O)NNc2cc(N3CCOCC3)nc(N3CCOCC3)n2)cc1,-1.7%,24.9%,22.6%,-7.5%,10.9%,i,0.4,6.4%,1.1,-12.3%
COc1ccc(C(C)=O)cc1COC(=O)Cn1cnc2ccccc2c1=O,1.0%,9.2%,-3.3%,-3.8%,-0.8%,i,1.7,-8.7%,1.1,-0.7%
Cc1cccc(C)c1C(=O)N[C@@H](Cc1ccccc1)C(=O)O,0.8%,12.2%,9.4%,-9.0%,4.3%,i,0.6,-2.5%,1.1,-8.7%
CCCOc1ccc(-c2nc[nH]c2[N+](=O)[O-])cc1,-2.4%,-18.3%,-28.9%,-6.5%,6.2%,i,0.1,-10.9%,1,-7.3%
Cc1cc2ccccn2c1C(=O)c1ccc(Cl)c([N+](=O)[O-])c1,-0.2%,3.4%,1.9%,-5.8%,-3.2%,i,0.3,2.0%,1.1,-0.1%
Cc1occc1C(=O)NNC(=O)c1ccccc1C(=O)O,1.0%,-0.8%,-5.5%,0.1%,2.5%,i,0.1,-5.0%,1.1,1.4%
CN=C(NC)SC1CC(=O)N(c2ccccc2)C1=O (stereo not drawn),6.0%,-6.8%,-3.5%,-5.3%,-1.7%,i,2.5,-0.4%,1.2,-7.6%
C=CCN1C(=O)/C(=C\c2ccco2)C(C(=O)OC)=C1C,-3.1%,-1.7%,3.1%,-15.5%,5.0%,i,0.3,29.5%,1,-10.3%
O=C(Nc1ccc(CN2CCOCC2)cc1)c1ccc(-c2cccc(Cl)c2)o1,-0.4%,7.4%,10.6%,-3.4%,22.3%,i,1.9,4.2%,1.1,-4.6%
CCCNC(=O)Cn1cnc2sc(C(=O)Nc3cc(OC)c(OC)c(OC)c3)c(C)c2c1=O,-1.0%,-5.2%,5.3%,-3.3%,0.9%,i,0.9,-15.3%,1.2,-6.8%
O=C(COC(=O)c1cccnc1Nc1ccccc1F)NC1CC1,1.5%,15.1%,16.5%,-5.4%,-3.8%,i,0.3,9.0%,1,-0.8%
COc1cc(S(=O)(=O)N(Cc2cccnc2)Cc2cccc(OC)c2OC)ccc1-n1cnnn1,.,.,.,.,3.6%,i,0.3,-7.3%,.,-7.3%
COc1cccc(NC(=O)CCc2nc(-c3ccccc3F)no2)c1,-1.0%,4.8%,10.3%,-3.6%,2.5%,i,6.0,0.3%,1.1,-2.8%
CCCc1ccc(S(=O)(=O)Nc2ccc(C)c(NS(C)(=O)=O)c2)cc1,.,.,.,.,-3.5%,i,0.5,-6.1%,.,-1.0%
NC(=O)COC(=O)c1cc([N+](=O)[O-])ccc1NCCO,.,.,.,.,3.4%,i,0.7,8.7%,.,-1.1%
COCCNC(=O)CSc1nccn1Cc1ccc2c(c1)OCO2,-1.3%,-0.7%,-5.3%,-3.0%,7.6%,i,0.1,-5.0%,1.1,-6.3%
COc1cc2c(C(=O)O)c(C)n(CC(C)C)c2c2ccccc12,-2.0%,8.6%,7.8%,-8.3%,3.8%,i,0.8,8.4%,1,3.0%
COc1ccc(/C=C(\C#N)C(=O)ONC2=NCCCCC2)cc1,-0.2%,6.1%,1.0%,-9.9%,11.2%,i,1.0,5.5%,1,1.0%
Cc1c(O)ccc(C(=O)CN2C(=O)c3ccccc3C2=O)c1O,.,12.7%,15.4%,-1.2%,3.5%,i,1.4,9.4%,1.1,-18.9%
CCCn1c(NCc2cccc(OC)c2O)nc2ccccc21,-2.4%,37.7%,19.7%,-2.2%,8.7%,i,0.7,-4.7%,1.1,-6.3%
O=C(NC(Cc1c[nH]c2ccccc12)C(=O)O)/C(=C/c1ccc2c(c1)OCO2)NC(=O)c1ccccc1 (stereo not drawn),1.4%,-9.6%,-21.1%,-2.1%,-0.2%,i,0.5,10.4%,1.1,3.2%
CCOc1[nH]n(-c2ccccc2)c(=O)c1C=Nc1ccc(Cl)cc1,-1.4%,-4.0%,-8.3%,-1.2%,2.4%,i,0.3,-2.8%,1,2.2%
Cc1ccc(NNC(=O)c2ccno2)c(C)c1,.,.,.,.,-0.7%,i,0.7,-3.2%,.,-4.5%
O=C(NC12CC3CC(CC(C3)C1)C2)OCCNC1CCCCC1,.,.,.,.,6.4%,i,0.3,-4.1%,.,-8.7%

# Next results
SMILES,ER stress rescue,PMI inhibition,human PMI inhibition,XIAP antagonists,M1AAP inhibition,Myeloid diff MLP,Myeloid diff MLP GFP+ MAC1+ %,P. falciparum M17LAP,TNAP activators,LYP inhibition
CN1CCN(C(=O)c2cn(-c3ccccc3)nc2-c2cccs2)CC1,-1.2%,11.5%,-7.4%,-3.4%,0.9%,i,0.6,-4.5%,1,-0.2%
CC1CN(C(=O)c2ccc(COc3ccccc3Br)o2)CC(C)O1 (stereo not drawn),0.4%,-3.6%,-7.7%,-2.8%,4.2%,i,0.2,-3.3%,1.1,-1.2%
Cc1ccc(OCc2n[nH]c(=S)n2C2CCCCC2)cc1,-2.3%,9.8%,15.5%,-18.7%,3.7%,i,6.0,11.8%,0.9,6.3%
COc1cc(/C=C(/C#N)C(=O)c2c(C)[nH]c3ccccc23)ccc1OCC#N,.,.,.,.,8.7%,i,0.5,-2.3%,.,-8.9%
O=C(NNC(=S)Nc1ccc(F)c(Cl)c1)c1ccccc1Br,0.9%,-8.9%,0.6%,-5.4%,-12.5%,i,0.5,-0.6%,2.1,1.9%
Cc1ccccc1NC1=NC(=S)N(c2ccccc2)C12CCOC(C)(C)C2 (stereo not drawn),-0.9%,4.1%,11.0%,-11.7%,1.9%,i,0.6,-6.7%,1,-4.3%
CS(=O)(=O)c1ccc(-c2nn[nH]n2)cc1,2.0%,-3.2%,2.5%,-4.0%,-0.7%,i,0.5,-2.2%,1.1,-12.5%
CCOC(=O)/C=c1\s/c(=C(\C#N)C(N)=O)n(-c2ccccc2)c1=O,.,.,.,.,4.0%,i,0.0,4.1%,.,1.2%
COc1cc(-c2nc3c[n+](CC(=O)c4ccccc4)ccc3n2C)cc(OC)c1OC,-0.3%,3.0%,5.4%,-8.3%,-1.2%,i,0.5,6.7%,1.3,0.2%
CCOC(=O)N1CCC(NC(=O)CCC(=O)c2ccccc2)CC1,0.2%,13.4%,16.5%,-1.1%,-3.3%,i,0.8,8.5%,1,-5.8%
CC1Cc2ccccc2N1CC(=O)NC(=O)NCc1ccccc1 (stereo not drawn),-0.7%,7.2%,1.1%,-0.2%,-0.1%,i,0.9,5.5%,1.1,-3.4%
COC(=O)CSc1ccc2nnc(CCNS(=O)(=O)c3ccc(C)cc3)n2n1,-10.1%,6.3%,5.5%,-4.6%,1.7%,i,0.3,3.0%,1.1,-3.1%
CN(C)S(=O)(=O)c1cccc(NC(=S)NCCc2ccccn2)c1,-0.2%,-10.1%,-9.7%,-4.0%,-3.1%,i,1.0,-2.7%,1.1,-0.6%
CCO[C@@H]1OC(C(=O)N2CCN(Cc3ccccc3)CC2)=C[C@H](c2cn(C(C)=O)c3ccccc23)[C@H]1CCCO,3.3%,1.4%,10.3%,-2.1%,-3.5%,i,2.4,-1.9%,1,-5.8%
Cc1nc2c(ccc3nc(NC(=O)c4ccc5c(c4)OCCO5)sc32)s1,-4.3%,4.8%,11.5%,-2.0%,2.1%,i,2.9,12.5%,1.1,-1.9%
COc1ccc(Cn2c(=O)[nH]c3cc(OC)c(OC)cc3c2=O)cc1,.,.,.,.,0.7%,i,0.6,5.8%,.,-6.9%
Cc1cc(C)n(-c2nnc(NC34CC5CC(CC(C5)C3)C4)nn2)n1,-0.6%,6.7%,1.9%,-6.1%,10.5%,i,0.2,-9.4%,0.9,-3.8%
CCn1c(SCC(=O)Nc2ccccc2N2CCOCC2)nnc1-c1ccccc1O,0.8%,12.8%,11.6%,0.8%,2.4%,i,0.8,11.6%,1.1,-5.1%
Cc1cc(NC(=O)c2cnn3c(C(F)(F)F)cc(-c4ccc(Br)cc4)nc23)no1,5.4%,9.0%,8.5%,-4.5%,-1.4%,i,0.4,0.9%,1,-5.4%
CC(=O)c1c(C)nc(-c2ccc(Cl)cc2)nc1N,-0.9%,-4.2%,-0.2%,-59.1%,-5.0%,i,0.3,-9.8%,1.3,-0.7%
O=C(O)CCCC(=O)Nc1ccc(Cl)c(Cl)c1,0.1%,5.1%,7.9%,-0.9%,-0.1%,i,0.8,23.8%,1.1,-2.4%
COc1ccc(-n2c(SCC(=O)N3CCN(c4ccccc4)CC3)nc3c(c2=O)SCC3)cc1,4.3%,2.0%,3.0%,-3.5%,7.4%,i,2.9,4.3%,1.1,0.9%
CCOC(=O)c1sc(NC(=O)CSc2nc3c(c(-c4ccc(OC)cc4)c2C#N)CCCC3)c(C#N)c1C,2.7%,9.4%,11.1%,-3.3%,-1.8%,i,0.5,-1.6%,1.1,0.5%
CCOC(=O)c1c(-c2ccccc2)csc1NC(=O)c1nn(CC)cc1Br,-1.6%,22.7%,23.3%,-2.2%,2.5%,.,.,3.4%,1.1,3.3%
Cc1nc(NC(=O)C2CC2)sc1C(=O)N1CCCCC1,-1.6%,6.8%,15.0%,-4.6%,3.0%,i,1.6,4.2%,1.1,-7.5%
Cc1cc(C(C)(C)C)oc1C(=O)N(CC(=O)NC1CCCC1)Cc1ccccc1,-2.1%,0.5%,-0.2%,-6.1%,5.3%,i,2.0,-8.2%,1,4.6%
Cc1cccc(NC(=O)CCSc2ccccc2)c1C,0.9%,-5.2%,-2.8%,1.7%,7.8%,i,1.3,4.9%,1.2,4.4%
COc1ccccc1N1CCN(/N=C\c2ccc(C)o2)CC1,-1.5%,-10.9%,-12.2%,-3.8%,21.0%,i,1.4,17.7%,0.9,-5.5%
O=C(N/N=C/c1ccc2cccnc2c1)c1ccco1,-5.0%,-2.1%,-6.4%,-5.2%,12.2%,i,0.1,5.4%,1.2,5.5%

# Given bar-delimited: 2 of the compounds above.
mol | ER stress rescue | PMI inhibition | human PMI inhibition | XIAP antagonists | M1AAP inhibition | Myeloid diff MLP | Myeloid diff MLP GFP+ MAC1+ % | P. falciparum M17LAP | TNAP activators | LYP inhibition
O=C(NNC(=S)Nc1ccc(F)c(Cl)c1)c1ccccc1Br | 0.9% | -8.9% | 0.6% | -5.4% | -12.5% | i | 0.5 | -0.6% | 2.1 | 1.9%
Cc1ccccc1NC1=NC(=S)N(c2ccccc2)C12CCOC(C)(C)C2 (stereo not drawn) | -0.9% | 4.1% | 11.0% | -11.7% | 1.9% | i | 0.6 | -6.7% | 1 | -4.3%
